# NCF1 inh: p47phox (human) inhibition | inhibition, % at 24.7 µM | AID 1274 | p47phox/p22phox peptide binding, fluorescence polarization, 2 h | hit rate 0.53% among 220,000;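 active means inhibition above about 30%, limit read from the data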;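 further: 0% = p47phox with labelled peptide and 100% = labelled peptide alone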
# Target sequence (P14598 whole entry, looked up): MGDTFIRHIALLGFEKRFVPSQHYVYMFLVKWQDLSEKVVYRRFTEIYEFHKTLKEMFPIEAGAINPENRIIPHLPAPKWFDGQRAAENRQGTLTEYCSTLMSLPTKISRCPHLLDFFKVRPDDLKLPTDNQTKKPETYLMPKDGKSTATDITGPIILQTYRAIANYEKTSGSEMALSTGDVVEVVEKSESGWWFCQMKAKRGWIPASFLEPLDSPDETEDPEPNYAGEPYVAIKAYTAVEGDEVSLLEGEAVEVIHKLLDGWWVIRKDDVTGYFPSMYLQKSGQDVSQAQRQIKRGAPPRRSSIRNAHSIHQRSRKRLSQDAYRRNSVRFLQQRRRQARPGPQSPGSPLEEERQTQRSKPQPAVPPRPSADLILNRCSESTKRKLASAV
# Runt-CBFb FRET: Runt domain-CBFb interaction inhibition | inhibition, % at 20 µM | hit rate 0.46% among 220,000 | Cerulean-Runt/Venus-CBFb FRET ratio 530/480, 1 h;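 active means inhibition over about 50% at 20 µM in the single-dose screen, limit read from the data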;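 further: 0% = DMSO wells and 100% = excess unlabeled CBFb competitor control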
# Target sequence (Q01196 whole entry, looked up, the tested form may be a part): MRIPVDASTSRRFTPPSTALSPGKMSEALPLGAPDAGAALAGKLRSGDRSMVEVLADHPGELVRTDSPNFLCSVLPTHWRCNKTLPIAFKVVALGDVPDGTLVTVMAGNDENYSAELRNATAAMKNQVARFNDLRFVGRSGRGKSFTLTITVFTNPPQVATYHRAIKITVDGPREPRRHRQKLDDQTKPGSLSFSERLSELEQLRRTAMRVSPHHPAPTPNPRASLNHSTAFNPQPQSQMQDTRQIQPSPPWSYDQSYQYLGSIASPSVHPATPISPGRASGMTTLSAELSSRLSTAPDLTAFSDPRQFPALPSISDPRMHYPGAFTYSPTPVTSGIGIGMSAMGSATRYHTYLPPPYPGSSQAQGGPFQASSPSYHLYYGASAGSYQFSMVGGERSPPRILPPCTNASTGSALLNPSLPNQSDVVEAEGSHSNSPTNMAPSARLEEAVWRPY
# Target sequence (Q13951 whole entry, looked up, the tested form may be a part): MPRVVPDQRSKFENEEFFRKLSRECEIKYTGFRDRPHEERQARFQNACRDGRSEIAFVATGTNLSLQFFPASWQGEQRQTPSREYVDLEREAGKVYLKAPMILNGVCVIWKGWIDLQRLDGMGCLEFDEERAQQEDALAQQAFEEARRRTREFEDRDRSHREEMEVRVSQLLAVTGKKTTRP
#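 Assay system: Cerulean-Runt domain fusion protein, energy donor; Signal: fluorescence energy transfer, 422 nm excitation, 530/480 nm emission; Timing: 1 h compound exposure, room temperature; Control set: unlabeled CBFb; Medium: Tris buffer pH 7.5 with salts and BSA; Compound: single test concentration of 20 µM, 1% DMSO final; Probe or stimulus: Venus-CBFb 100 nM.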
# TbHK1 inh: T. brucei hexokinase 1 inhibition | recombinant TbHK1, G6PDH-coupled NADH A340 | inhibition, % at 10 µM | hit rate 0.11% among 220,000;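 active means inhibition of 50% or more in the single-dose primary screen; inactive means inhibition below 50%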
# EBV gp42 block: inhibitors of Epstein-Barr virus glycoprotein 42. Fluorescence polarization binding assay, mP read-out. inhibition, % (tested at 21.74 µM). hit rate 0.42% among 220,000. AID 1085; in the data active means inhibition above about 50%
# RBBP9 inh: blocks human serine hydrolase RBBP9; O75884; recombinant RBBP9, FP-Rh probe fluorescence polarization; inhibition, % at 7.94 µM; hit rate 0.2% among 220,000; AID 1515;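 active means inhibition above the campaign mean of all tested compounds plus 3 SD, cut at about 14% in these data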;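 further: plate controls were DMSO wells with RBBP9 for no effect and wells lacking RBBP9 protein for full effect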
#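 Controls: DMSO-treated enzyme wells and wells lacking RBBP9 | Material: RBBP9 protein | Technique: Fluorescence polarization | Replication: Single well per compound, no replicates | Buffer or medium: Tris-NaCl-Pluronic buffer, pH 8.0 | Timing: 30 min compound preincubation, 45 min probe labeling, 25 °C | Read-out basis: Percent inhibition from mP, scaled between DMSO and no-protein wells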
# p97 ATPase inh: blocks human p97 ATPase activity. P55072. recombinant p97 ATPase, Kinase-Glo ATP luminescence, 3 h. inhibition, % at 8 µM. hit rate 0.42% among 220,000. AID 1481; in the data active means inhibition above about 15%;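 further: 0% = DMSO vehicle and 100% = wells lacking enzyme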
# Runt-SMMHC FRET: Runt domain-CBFb-SMMHC interaction inhibition. hit rate 0.74% among 220,000. Cerulean-Runt/Venus-CBFb-SMMHC FRET ratio 530/480, 1 h. Q01196+Q13951. inhibition, % at 20 µM;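 active means mean inhibition across duplicate retests at 20 µM reaching about 50%, limit read from the data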;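 further: 0% = DMSO wells and 100% = wells with excess untagged CBFb-SMMHC; inhibitors lower the FRET ratio by blocking Runt binding to CBFb-SMMHC; some results filed as inactive read as strong as hits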
# m-calpain inh: blocks pig calpain II enzyme activity; purified calpain II, fluorogenic peptide substrate, 30 min; inhibition, % at 16 µM; hit rate 0.37% among 220,000; AID 1236;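 active means inhibition above about 50%, limit read from the data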
# Furin inhibitor: inhibitors of human furin | purified furin, fluorogenic substrate cleavage | inhibition, % at 30 µM | hit rate 0.061% among 220,000; in the data active means inhibition above about 25%; further: inactives centre near -15
# * = called active by the depositor; / = no result given; [ ] = another dose, or the depositor's remark.
SMILES,NCF1 inh,Runt-CBFb FRET,TbHK1 inh,EBV gp42 block,RBBP9 inh,p97 ATPase inh,Runt-SMMHC FRET,m-calpain inh,Furin inhibitor
O=[N+]([O-])c1cc(Cl)cc(/C=N/NC(=S)Nc2cc(S(=O)(=O)N3CCOCC3)ccc2Cl)c1O,-10,-17,-2,17,-5,15*,-36,34,0
COc1ccc(CN(C)CC(=O)Nc2ccccc2C(F)(F)F)cc1,-3,-5,9,-4,-5,-2,-14,29,-15
Cc1ccc(NC(=O)CN2C(=O)N/C(=C\c3cccn3-c3cccc(C(=O)O)c3)C2=O)cc1,-30,11,11,24,2,7,12,-28,-22
O=C(CSc1ccccc1C(=O)NCCCN1CCCC1=O)NCc1ccco1,-3,2,1,-6,-13,-8,2,-24,-22[20 µM]
CN1CCN(c2ccccc2NC(=O)c2ccc([N+](=O)[O-])cc2Cl)CC1,3,1,-10,-14,-5,-1,2,-19,-32
Cc1cc(F)ccc1N1CCC(N2CCN(C(C)C)C(CCO)C2)CC1 (centres undefined),/,-2,1,-6,13,1,-4,9,-20
NC(=S)NN=C1c2cc(S(=O)(=O)N3CCOCC3)ccc2-c2ccc(S(=O)(=O)N3CCOCC3)cc21,-11,30,-7,7,-6,-3,-2,-7,-13
COc1cccc(C2C3=C(CCCC3=O)NC3=C2C(=O)c2ccccc23)c1 (centres undefined),-10,/,-6,-2,-10,5,/,-7,-21
COCCCNC(=O)c1cc(C)nn1-c1ccccc1,2,2,-8,-20,4,4,0,-10,-26
NC(=O)CC1NC(=O)c2ccccc21 (centres undefined),-7,-2,1,-24,-5,10,13,-9,-24
CCOC(=O)C1=C(N)n2c(s/c(=C\c3ccco3)c2=O)=C(C(=O)OCC)C1c1ccco1 (centres undefined),-32,22,-12,-18,-1,3,21,-52,4
NC(=O)c1ccccc1NC(=O)/C=C/C(=O)O,7,-1,4,6,-2,6,6,-62,-13[20 µM]

# A few values from the results shown:
# NCF1 inh, O=C(CSc1ccccc1C(=O)NCCCN1CCCC1=O)NCc1ccco1 stands at -3
# EBV gp42 block, Cc1ccc(NC(=O)CN2C(=O)N/C(=C\c3cccn3-c3cccc(C(=O)O)c3)C2=O)cc1 stands at 24

# Additional records
SMILES,NCF1 inh,Runt-CBFb FRET,TbHK1 inh,EBV gp42 block,RBBP9 inh,p97 ATPase inh,Runt-SMMHC FRET,m-calpain inh,Furin inhibitor
C=CCSc1nnc(NC(=O)c2ccc(S(=O)(=O)NCC3CCCO3)cc2)s1 (centres undefined),1,1,-8,-2,-10,3,-3,25,-3[20 µM]
O=C(CSc1n[nH]c(=O)[nH]c1=O)N/N=C/c1ccccc1O,-2,1,30,-5,0,4,0,-25,-14
O=C(COC(=O)CCC(=O)c1ccc(F)cc1)NCc1ccco1,0,0,-2,-9,-7,8,4,-7,-25
Cc1cc(-n2ccnc2)n2c(nc3ccccc32)c1C#N,-41,37,-17,-26,0,0,48,-132,-7[20 µM]
CCCc1cc(=O)[nH]c(SCC(=O)Nc2ccc3c(c2)CCC3)n1,-2,2,22,-18,-11,15*,0,24,-7
Cc1ccc(C)c(NC(=O)CSc2nc(N)c(NC(=O)c3cccs3)c(=O)[nH]2)c1,-5,-1,-12,-1,-10,7,0,-11,-18
COC(=O)c1ccc(CN2CCN(CCCc3ccccc3)C(CCO)C2)cc1 (centres undefined),-17,-1,7,-6,-3,-1,0,-120,-27
CCn1c(=S)sc2c(=O)n(-c3ccccc3)c(=S)[nH]c21,7,4,-38,7,1,1,-1,1,-15
C[C@H]1[C@H](C)CC[C@]2(C)CC[C@]3(C)C(=CC[C@@H]4[C@@]5(C)CC[C@@H](O)[C@](C)(C(=O)O)[C@@H]5CC[C@]43C)[C@H]12,6,28,4,-5,/,/,-11,28,-22
CCCCOC(=O)Cn1c(=N)n(CCN(CC)CC)c2ccccc21,-14,0,0,0,-4,-1,0,-32,-14[20 µM]
Cc1ccc(Nc2nc(=O)c3cccnc3s2)cc1,-10,-1,-9,-15,-10,7,1,16,-17[20 µM]
Cn1c(=O)c2nc(-c3ccc(Cl)cc3Cl)oc2c2ccccc21,8,-1,-17,2,-2,5,-1,-197,-35
CCOC(=O)c1c(N=CN(C)C)c(C#N)c2n1CCCC2,-6,1,6,-19,2,5,-9,0,-24[20 µM]
COC(=O)c1ccc(NC(=S)N2CCN(C)CC2)cc1,-5,0,8,0,-9,0,2,19,-9
CC(=O)NC(NC(=S)Nc1cccc(Br)c1)C(Cl)(Cl)Cl (centres undefined),-1,8,-15,8,-15,-3,-1,-13,-8
CC(=O)Nc1cccc(Oc2ncccc2[N+](=O)[O-])c1,-13,0,-3,0,-7,0,-3,-11,-21
OCCCCNCc1cc(Br)ccc1OCc1ccccc1,0,-1,-1,-2,-2,0,4,-17,-20
O=C(N/N=C/c1ccc(O)cc1)Nc1cccc2nsnc12,-25,-11,3,5,1,5,3,-54,-18
Cc1cc(C)c(NC(=O)c2cc(C(=O)O)ccc2C(=O)O)c([N+](=O)[O-])c1,3,0,-9,-11,-6,3,-2,-10,-19
Clc1ccc(CSc2snnc2-c2ccccc2)cc1,7,-2,5,2,-5,3,-1,-8,-12[20 µM]
COc1ccccc1Cn1c(=S)[nH]c2cc(C(=O)NCCN3CCOCC3)ccc2c1=O,-13,-4,-9,1,-3,-2,-1,-32,-14
CC(C)CCNC(=O)C(c1ccco1)N(C(=O)Cn1nnc2ccccc21)c1ccc2c(c1)OCO2 (centres undefined),-12,-3,5,-18,-10,-7,6,-12,-5
CCOC(=O)CNc1nc(-c2ccncc2)nc2ccccc12,-2,1,-7,-4,-2,5,0,20,-26
Nc1cc(=O)[nH]c(SCC(=O)NC2CCCc3ccccc32)n1 (centres undefined),7,13,-5,2,-3,5,-4,24,-21
FC(F)(F)C1CC(c2cccs2)Nc2ncnn21 (centres undefined),-6,1,-1,-5,-6,2,0,48,-29
CN(C)C(=O)CN1C(=O)C2CC=C(Cl)CC2C1=O (centres undefined),-5,-1,5,-3,-7,0,-1,-19,-14
O=C1c2ccccc2C(=O)N1c1nc(-c2cccs2)cs1,-17,2,4,-14,-6,3,-10,6,-4[20 µM]
N#Cc1cc([N+](=O)[O-])ccc1N1CCCC1,-7,-5,-17,0,-10,6,-6,-5,-13
O=S(=O)(/N=C(/Nc1ccccn1)c1ccc(Cl)cc1)c1ccc(Cl)cc1,-11,3,11,-4,1,3,9,-6,-9
Cc1c(Cl)cnc(NC(=O)COC(=O)c2ccc3c(c2)OCO3)c1Cl,-7,2,8,3,-3,-3,1,4,-7
CC(=O)c1ccc(OCC(O)CN(C)Cc2cccs2)cc1 (centres undefined),-8,-1,0,0,-2,6,2,-4,-24
COc1ccc(N(CC(=O)NCCC2=CCCCC2)S(=O)(=O)c2ccccc2)cc1,-8,1,-3,-7,2,-4,6,28,-15
Cc1cc(C)nc(SCc2cc(=O)c(OC(=O)c3ccc(Cl)c([N+](=O)[O-])c3)co2)n1,4,5,-4,25,-3,0,0,13,-11
CCOc1ccc2nc(NC(=O)/C=C/c3ccc4c(c3)OCO4)sc2c1,-26,-5,-9,-3,-3,4,-29,13,5
CCOc1ccc(NC(=O)CSc2nnc(-c3ccco3)n2C)cc1,1,0,-2,-4,-12,2,-2,-5,-12
CC(=O)c1ccc(-c2nnc(CCC(=O)N(C)Cc3c(C)nc4ccccn34)o2)s1,5,1,-8,10,-2,3,0,11,-23
CNS(=O)(=O)c1ccc(C(C)(C)C)cc1,-12,0,-2,-14,-10,0,-1,-29,-25
COc1ccc(CCNC(=O)c2ccc(N(C)S(=O)(=O)c3ccccc3)cc2)cc1,-10,2,-2,-26,-3,-1,0,18,-15
CN1CCN(c2ccc(S(=O)(=O)N3CCCCC3)cc2[N+](=O)[O-])CC1,27,0,-10,0,0,4,-2,-11,-15
CCc1ccc(Nc2nnc(SCC(=O)N(C)C3CCS(=O)(=O)C3)s2)cc1 (centres undefined),1,-5,-16,-13,-2,-4,-2,13,-26
COC(/C=C/Nc1ccc(C)c(C)c1)=C(C#N)C#N,-9,-2,-3,9,-8,2,2,10,-19[20 µM]
O=C(COC(=O)c1ccccc1NS(=O)(=O)c1cccs1)NC1CCCCC1,-14,2,-4,-14,-7,0,-5,-9,-14
O=C(NCC1COc2ccccc2O1)C1C2C=CC3(CN(Cc4ccccc4Cl)C(=O)C13)O2 (centres undefined),-22,-2,0,-22,-9,4,0,-8,-16
Cc1ccc(NC(=O)COC(=O)CN2C(=O)COc3ccccc32)cc1,-11,3,-1,-7,-6,2,-6,17,17[20 µM]
COc1ccccc1NC(=O)CCC(=O)N(Cc1ccc(OC)c(OC)c1)c1nccs1,8,-2,3,3,-2,2,2,20,-16
CC1=NNC(=O)C1Oc1ccccc1 (centres undefined),-1,1,-5,-10,-9,5,0,-26,-16
Cc1ccc(S(=O)(=O)NNC(=O)c2csnn2)cc1,-1,-1,-5,-7,4,5,-1,-14,-17
CCSC1=N/C(=C\c2ccccc2)C(=O)N1c1ccc(OC)cc1,-2,1,-8,-14,-4,7,-7,-132,-30
CC1CC(=O)Nc2ccccc2N1S(=O)(=O)c1cccc(F)c1 (centres undefined),-3,-2,-8,-8,-12,6,1,7,-14
O=C(COC(=O)c1ccccn1)NC1CCCCC1,-14,14,0,-6,-3,1,-1,0,-14[20 µM]
O=C(COc1ccc(Cl)cc1Cl)NCCCN1CCOCC1,-19,0,12,-20,-5,-2,3,-22,-13
CN1CCN(C(=O)/C(=C\c2ccccc2)c2ccccc2)CC1,-10,2,-7,1,1,0,-1,8,-12[20 µM]
COc1ccccc1C(=O)NCCCN1CCCC1=O,4,0,0,-23,4,11,-6,1,14[20 µM]
Cc1[nH]c2ccccc2c1C(=O)NS(=O)(=O)Nc1ccccc1,-4,1,-4,-11,4,7,3,-1,-18
CCOc1ccc2nc(COC(=O)c3cccs3)c(C(C)=O)[n+]([O-])c2c1,-12,-4,-10,-1,4,1,-14,-12,-6
Cc1ccc(S(=O)(=O)N(C)C(=O)NC(=O)NS(=O)(=O)c2ccccc2)cc1,0,1,-3,0,-1,0,-5,-24,-26
COc1cc(CC(=O)O)ccc1OCc1ccccc1,-3,1,-9,-6,-2,5,-3,-12,-13
Cc1cc(Cl)ccc1NC(=S)Nc1ccccn1,-17,8,-3,-9,1,6,2,0,-18
COc1cccc(CC2(CO)CCCN(S(=O)(=O)N(C)C)C2)c1 (centres undefined),-35,2,1,-2,-5,5,-2,-22,-26
O=C(Nc1ccc(F)cc1)c1ccc(S(=O)(=O)NCC2CCCO2)cc1 (centres undefined),-9,-1,8,-12,-9,4,0,-12,-20
COc1ccc(NC(=O)c2c[nH]c(=O)n(-c3ccc(C)c(C)c3)c2=O)cc1OC,-7,-1,-5,-6,-6,-2,-3,6,-12
COC(=O)/C(NC(C)=O)=C(\C)c1ccc(Cl)cc1,-5,1,0,-3,5,4,0,11,-9[20 µM]
CC(C)c1ccc(N)c(S(=O)(=O)O)c1,-3,1,8,-10,-7,4,3,13,-31

# Some of the entries so far, field by field.
Cc1[nH]c2ccccc2c1C(=O)NS(=O)(=O)Nc1ccccc1
  NCF1 inh = -4	Runt-CBFb FRET = 1	TbHK1 inh = -4	EBV gp42 block = -11	RBBP9 inh = 4	p97 ATPase inh = 7	Runt-SMMHC FRET = 3	m-calpain inh = -1	Furin inhibitor = -18

CC(C)c1ccc(N)c(S(=O)(=O)O)c1
  NCF1 inh = -3	Runt-CBFb FRET = 1	TbHK1 inh = 8	EBV gp42 block = -10	RBBP9 inh = -7	p97 ATPase inh = 4	Runt-SMMHC FRET = 3	m-calpain inh = 13	Furin inhibitor = -31

O=C(COc1ccc(Cl)cc1Cl)NCCCN1CCOCC1
  NCF1 inh = -19	Runt-CBFb FRET = 0	TbHK1 inh = 12	EBV gp42 block = -20	RBBP9 inh = -5	p97 ATPase inh = -2	Runt-SMMHC FRET = 3	m-calpain inh = -22	Furin inhibitor = -13
